PriA SSB inh: inhibitors of Klebsiella pneumoniae PriA binding to SSB C-terminal tail; AlphaScreen SSBct-PriA binding, biotinylated peptide; inhibition, % at 33 µM; hit rate 0.6% among 430,000; in the data active = inhibition mostly above about 37%, no sharp cut-off; inactive = mostly below about 20%;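 also: plate controls were negative control peptide for no effect and reference peptide for full effect; strong numbers were not always called active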
* marks the source's active call; other numbers are inactive results; & = joins results of further samples.

SMILES	PriA SSB inh
COc1ccc(-c2noc(-c3cc(-c4ccccc4)n[nH]3)n2)cc1	8
Cn1c(SCC(=O)NCc2ccc(F)cc2)nc2cc(-c3ccccc3)sc2c1=O	-2
NC(=O)c1c(NC(=O)Cc2cccc3ccccc23)sc2c1CCN(Cc1ccccc1)C2	4
CN(C)CCCN(C(=O)c1ccno1)c1nc2ccc(F)cc2s1	6
CCOc1ccccc1NC(=O)CC1CCCCN1S(=O)(=O)c1ccccc1 (configuration not stated)	25
Cc1ccc2nc[nH]c(=O)c2c1	-11
COc1cc(C=NNC(=O)c2ccc3ccccc3c2)ccc1Oc1ccc([N+](=O)[O-])cn1	-6
O=C(c1cccs1)N1CCc2ccc(NS(=O)(=O)Cc3ccccc3)cc21	0
O=C(NCc1ccccc1)Nc1nnc(-c2ccco2)o1	-9
O=C(CCc1ccccc1)Nc1ccc2c(c1)N(C(=O)C1CC1)CC2	2
O=C(Nc1cccs1)N(Cc1cnc2ccccn12)C1CC1	-6
CC1(C)C(C=C(Cl)Cl)C1C(=O)Nc1ccc(Br)cc1 (configuration not stated)	-26
O=C(NCc1ccc(OC(F)(F)F)cc1)C1CN(C(=O)c2ccc3c(c2)OCO3)C1	-16
CC(=NNC(=O)c1nn(C)c(C)c1Br)c1ccc(NC(=O)c2ccccc2F)cc1	-8
CC(C)c1ccc2nc(NC(=O)CCSc3ccccc3)sc2c1	-9
CS(=O)(=O)N1CCCC1C(=O)Nc1sccc1-c1nc2ccccc2s1 (configuration not stated)	-19
CCOC(=O)CC(=O)c1cc(C(C)=O)c(Nc2ccccc2)s1	-3
CN(C)c1ccc(C(CNC(=O)C(=O)NCc2ccc(Cl)cc2)N2CCOCC2)cc1 (configuration not stated)	-4
O=C(/C=C/C(Br)=C\c1ccccc1)c1ccc2ccccc2c1	-5
COC[C@H](C)NC(=O)C1CN(S(C)(=O)=O)C1	-8
NC(=Nc1nc2ccccc2o1)NC(=O)c1ccccc1	-14
COc1ccc(C(=O)NCc2cccnc2-c2cccs2)cc1F	-1
O=C(COc1coc(CN2CCN(c3ccc(F)cc3)CC2)cc1=O)NCc1ccco1	-17&-4
CCN(CC)CCN(C(=O)c1ccc(S(=O)(=O)N(C)C)cc1)c1nc2c(Cl)cccc2s1	12
Cn1c(Cl)c(C=NOC(=O)C2CC2)c2ccccc21	-13
CC(C(=O)N1CCN(c2cc(-c3ccccc3)ncn2)CC1)n1nc(-c2cccs2)ccc1=O (configuration not stated)	8
NC(=O)c1ccc(NC(=O)Cn2cc(S(=O)(=O)c3ccccc3)c3ccccc32)cc1	-6&-2
CCOC(=O)N1CCc2c(sc(NC(=O)c3ccc(-c4nc5ccccc5s4)s3)c2C(=O)OC)C1	-27&-14
COc1cc(NC(=O)Cc2csc(Nc3ccccc3)n2)cc(OC)c1OC	-8
COc1cccc(C(=O)NCCOc2cccc(C(F)(F)F)c2)c1OC	-19
CC(C)CS(=O)(=O)C1CN(C(=O)Cc2noc3ccccc23)C1	-10
CCOC(=O)C1C(=O)C=C(c2cccc(NS(C)(=O)=O)c2)CC1c1c(F)cccc1Cl (configuration not stated)	3&10
COc1ccc(Cl)cc1NC(=O)CSc1cn(C)c2ccccc12	4
CCOC(=O)CSCC(=O)N1N=C(c2cccs2)CC1c1cccc(OC)c1OC (configuration not stated)	-8
COc1ccc(N2CCN(C(=O)C3CCN(c4ccc(-c5ccccc5C)nn4)CC3)CC2)cc1	-9
CCOC(=O)c1ccccc1NC(=O)Cn1cnc2c(cnn2-c2cccc(Cl)c2)c1=O	1
Cc1noc(-c2ccn3c(CNC(=O)c4ccoc4)nnc3c2)n1	-4
O=C(CNS(=O)(=O)c1cccc(F)c1)N1CC[C@H](n2cc(-c3ccccc3)nn2)C1	-25
CCOC(=O)C1CCN(C(=O)NC2CC(=O)N(c3ccc(OC)cc3)C2)CC1 (configuration not stated)	1
CC(=O)Nc1nc(CC(=O)NCCc2cccs2)cs1	2
Nc1nc(SCC(=O)N2CCOCC2)[nH]c(=O)c1NC(=O)c1ccccc1F	-2
CN(C1CC1)S(=O)(=O)c1ccc(C(=O)Nc2nnc(-c3ccc(Br)s3)o2)cc1	-7&0
O=C(Nc1cccc(OC(F)F)c1)C1CN(C(=O)c2cnccn2)C1	-7
COc1ccc(C(=O)NC2CCC(Oc3ncccn3)CC2)c(OC)c1 (configuration not stated)	-3
Cc1nc(-n2cccc2)sc1C(=O)NCCc1csc(-n2cccn2)n1	3
Cn1c(COc2cccc3cccnc23)nnc1SCC(=O)c1ccc(F)cc1	-2
COc1ccc(-c2nc(C(N)=O)c3[nH]c(=O)n(-c4ccccc4F)c3n2)cc1OC	1
CCOC(=O)N1CCN(C(=O)c2cn(-c3ccc(C)cc3)nn2)CC1	-6
Cc1cc(C)nc(NN=Cc2ccc(N3CCOCC3)cc2)n1	4
CCOc1cc(S(=O)(=O)Nc2ncccc2C)ccc1Br	2

Exported with bars between the fields: part of the list above
structure | PriA SSB inh
Nc1nc(SCC(=O)N2CCOCC2)[nH]c(=O)c1NC(=O)c1ccccc1F | -2
CN(C1CC1)S(=O)(=O)c1ccc(C(=O)Nc2nnc(-c3ccc(Br)s3)o2)cc1 | -7&0
O=C(Nc1cccc(OC(F)F)c1)C1CN(C(=O)c2cnccn2)C1 | -7

Back to the main list; the 2 compounds before the break are reprinted first.
SMILES	PriA SSB inh
Cc1cc(C)nc(NN=Cc2ccc(N3CCOCC3)cc2)n1	4
CCOc1cc(S(=O)(=O)Nc2ncccc2C)ccc1Br	2
CCC(C(=O)N1CC(=O)Nc2ccc(Br)cc2C1c1ccccc1)c1ccccc1 (configuration not stated)	10&11
COc1cc2c(cc1OC)C(=CC(=O)c1cccc([N+](=O)[O-])c1)NCC2	-3
O=C(O)c1cncc2c1NCCC2	-5
COc1ccccc1NC(=O)c1cc2cc3c4c(c2oc1=N)CCCN4CCC3	-7
O=S(=O)(c1ccc2c(c1)OCCO2)N1CCN(c2cnnc(N3CCOCC3)c2)CC1	-5
O=C(Nc1cccc2nsnc12)c1cc2n(n1)CCCO2	3
O=C1NCC(c2ccccc2)C1C(=O)NN=Cc1ccc(Cl)s1 (configuration not stated)	-4
O=C(NCCC1=CCCCC1)C(=O)NCC1COC2(CCCCC2)O1 (configuration not stated)	2
O=C(Nc1nnc(C2CCCO2)o1)C1COc2ccccc2O1 (configuration not stated)	75*
O=C(CSc1ccc(NC(=O)C2CC2)nn1)Nc1cc(Cl)ccc1Cl	-4
O=C(NCc1cncc(-c2cccs2)c1)C1CCCO1 (configuration not stated)	-8
CCOc1ccc(C(=O)NCC(c2ccc(N(C)C)cc2)N2CCc3ccccc3C2)cc1 (configuration not stated)	0
COc1ccc(Cl)cc1C(=O)NCC1CCN(C2CCCC2)CC1	-19
O=C(Nc1nc(CC(=O)N2CCN(c3ccccn3)CC2)cs1)c1ccc[nH]c1=O	-5
COc1ccccc1-c1nc(SCC(=O)N2CCC(C)CC2)c2c(=O)n(C)c(=O)n(C)c2n1	-7
COc1ccc(OC)c(Nc2nn3c(=O)c4cc(C)ccc4nc3s2)c1	0
CCn1cc(NC(=O)N2CCCc3ccccc32)c2ccccc21	2
O=C1CCC/C=C/C[C@@H](CC(=O)N(CCO)Cc2ccccc2)C(=O)N2CCC[C@H]2CO1	12
O=C(COc1ccc(F)cc1)NNC(=O)c1ccc(=O)n(Cc2ccc(Cl)cc2)c1	-1
O=C(NCC(O)c1ccoc1)C1(c2cccs2)CCCC1 (configuration not stated)	2

Given comma-delimited: 3 of the compounds above.
structure,PriA SSB inh
COc1ccccc1-c1nc(SCC(=O)N2CCC(C)CC2)c2c(=O)n(C)c(=O)n(C)c2n1,-7
COc1ccc(OC)c(Nc2nn3c(=O)c4cc(C)ccc4nc3s2)c1,0
CCn1cc(NC(=O)N2CCCc3ccccc32)c2ccccc21,2

Following part:
SMILES	PriA SSB inh
O=C(c1ccc(OC(F)(F)F)cc1)N1CCC(c2ccsc2)CC1	-12
COc1ccc(CC(=O)Nc2ccc3c(c2)N(C(=O)C(C)(C)C)CC3)cc1	17
Cc1[nH]c2ccccc2c1C(c1ccc(C(C)C)cc1)N1CCN(c2ccc(F)cc2)CC1 (configuration not stated)	18
CN(CC1Cc2ccccc2CO1)C(=O)c1cc(=O)c2ccccc2o1 (configuration not stated)	-10
CSc1ccc([C@@H](O)CNS(=O)(=O)c2ccccc2F)cc1	-5
Cc1onc(-c2ccccc2)c1C(=O)NN=Cc1cc(Br)c(O)c(Br)c1	4
O=C(c1ccsc1)N1CCC(S(=O)(=O)Cc2ccco2)CC1	-18
O=S(=O)(c1ccc(I)cc1)n1cnc2ccccc21	-7
Cc1cnc2n(c1=O)[C@@H](CC(=O)Nc1ccccc1C(N)=O)CS2	-18
CCCCOc1ccc(C(=O)N/N=c2/sc3ccccc3n2C)cc1	-9
N#Cc1ccccc1NC(=O)C(=O)NCCc1ccc(F)cc1	-13&6
COC(C(=O)N1N=C(c2ccc(Br)cc2)CC1c1ccc(Br)cc1)c1ccccc1 (configuration not stated)	-14
N#Cc1c(N=Cc2ccc(Br)s2)sc2c1CCC2	0
CC(=NNc1cc(C(F)(F)F)ccc1Cl)c1ccccc1O	-10
Cn1cccc1CNCc1cccs1	1
COC(=O)c1ccc(S(=O)(=O)N2CC(Oc3nc4c(Cl)cccc4s3)C2)cc1	1
O=C(NCCn1ccc(C(F)(F)F)n1)c1ccc2nsnc2c1	-4
COc1ccc2sc(NN)nc2c1	15
C(=NN1CCN(c2ccccc2)CC1)c1ccccc1	2
CCC1=C(C(=O)OC)C(c2ccccc2OC(F)F)n2nc(SC)nc2N1 (configuration not stated)	-12
O=C(CCC(=O)NN=Cc1c[nH]c2ccccc12)NCc1ccccc1	-4
CCSc1nnc(NC(=O)CSc2nc(C)nc3c2c(=O)n(C)c(=O)n3C)s1	-4
COc1cn(CC(=O)NCc2ccc3c(c2)OCO3)c(CSc2ccccc2)cc1=O	8
CCCCn1c(=O)c2oc3ccccc3c2n(Cc2cc(C)ccc2C)c1=O	-12
CCOc1cc(C=NNC(=O)CNc2cccc(C)c2)ccc1OC(=O)c1ccccc1	17
CSc1ccc(-c2nnc(N)o2)cc1	6
CC(=O)Nc1nnc(-c2cc(C)ccc2C)o1	-13
O=C(Cn1nc(C2CC2)c2cnn(-c3cccc(Cl)c3)c2c1=O)N1CCc2ccccc21	-11
CCOc1ccc(Br)cc1C(=O)NN=Cc1c[nH]c2ccccc12	-3
CCC(NC(=O)c1nnn(-c2ccccc2OC)c1-c1ccccn1)c1cccs1 (configuration not stated)	-7

Four neighbouring compounds out of the list so far:
SMILES	PriA SSB inh
CC(=O)Nc1nnc(-c2cc(C)ccc2C)o1	-13
O=C(Cn1nc(C2CC2)c2cnn(-c3cccc(Cl)c3)c2c1=O)N1CCc2ccccc21	-11
CCOc1ccc(Br)cc1C(=O)NN=Cc1c[nH]c2ccccc12	-3
CCC(NC(=O)c1nnn(-c2ccccc2OC)c1-c1ccccn1)c1cccs1 (configuration not stated)	-7

(next part)
SMILES	PriA SSB inh
CCOc1ccc(-c2cc3c(SCc4ccc(C(=O)OC)o4)nccn3n2)cc1Cl	5
O=S(=O)(c1cccc(C(F)(F)F)c1)N1CCN(c2ccc(-c3ccccc3)nn2)CC1	-4
CC(=O)c1ccc(NC(=O)CNS(=O)(=O)c2ccc(C(C)(C)C)cc2)cc1	-5
Fc1ccccc1CSc1nnc(-c2ccncc2)o1	11
COc1ccc(NC(=O)c2cn(-c3cc(N4CCSCC4)ncn3)cn2)cc1	-15
C(=Nc1nc2ccccc2[nH]1)c1cccs1	-20
COc1cccc(OCC(=O)Nc2ccc3c(c2)NC(=O)C(C)(C)CO3)c1	22
Cc1ccc(NC(=O)C(=O)NCC[C@H](O)c2ccc3c(c2)OCO3)cc1F	-8
CC(=NNC(=O)C(C)n1nc(C)c([N+](=O)[O-])c1C)c1ccc(OCC(N)=O)cc1 (configuration not stated)	0
COC(=O)c1ccc(C)c(-n2c(N)c(C(=O)NCc3ccccc3OC)sc2=S)c1	33
COc1cccc(C=NN2CCN(C)CC2)c1	-6
CCOC(=O)CNC(=O)CSc1nnc(Cn2c(=O)sc3ccccc32)n1-c1cccc(C(F)(F)F)c1	-6
CCN1C(=O)c2cccc3c(NC(=O)/C=C/c4ccc(Cl)cc4)ccc1c23	-9
O=C(NCC1CCN(Cc2ccccc2)CC1)c1cccc(Cl)c1	3
Cc1nc(-c2nnn(-c3ccc(F)cc3)c2C)sc1C(=O)NCc1ccco1	2
Cc1scc(C(=O)NN=Cc2ccc(OCC(C)C)cc2)c1C	-8
N#C/C(=C\C(Br)=C\c1ccccc1)C(N)=S	-8
C(=NN1CCOCC1)c1nc(-c2ccccc2)n2ccccc12	3
COc1ccccc1N1CCN(N=Cc2ccc(C)o2)CC1	12
CSc1cccc(C(=O)Nc2c3c(nn2C)CCC3)c1	-7&0
Cn1c(=O)c2c(SCC(=O)NCC3CCCO3)nc(-c3cccc([N+](=O)[O-])c3)nc2n(C)c1=O (configuration not stated)	-15
O=C(NCCSC1CCOCC1)c1cc2cc(F)ccc2s1	-9
COc1ccc2nc(-c3ccc(C)c(NC(=O)Nc4ccc(C)cc4C)c3)cn2n1	-5&-4
O=S(=O)(c1ccccc1Cl)N1CCN(c2ccc3nnc(C4CC4)n3n2)CC1	-6
CCCOc1ccc(C(O)=C2C(=O)C(=O)N(CCN(C)C)C2c2ccc(OC)c(OC)c2)cc1 (configuration not stated)	26
CCN(CC)S(=O)(=O)c1cccc(-c2n[nH]c(=S)n2N=Cc2ccc(OC(F)F)cc2)c1	19
O=C(Cn1nc(C2CC2)n(-c2ccccc2)c1=O)Nc1ccccc1C(F)(F)F	-22
CCOC(=O)c1sc(NC(=O)c2ccno2)c(C(=O)OCC)c1C	3
Cc1ccc(S(=O)(=O)NCCn2ncccc2=O)s1	-9

Screens as filed in PubChem BioAssay.

Some of the compounds tested; count on the stated rates, not on these rows.
